# cardiac RTF act = increases calcium sensitivity of human cardiac regulated thin filaments; P19429+P45379; IANBD-labeled TnC RTF fluorescence at EC20 calcium; 0% EC20 calcium, 100% full calcium; activation, % at 7.2 µM; 340,000 tested, 0.24% active;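 active = activation above the mean over all tested compounds plus 3 SD, cut at about 30% in these data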;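 also: rise in fluorescence read as greater calcium sensitivity of cardiac thin filaments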
# Tat export inh = blocks Tat-dependent protein export in E. coli; E. coli MC4100 TorA-mCherry Tat export, fluorescence; AID 488895; 340,000 tested, 0.036% active; inhibition, % at 10 µM;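 active = mean replicate inhibition at least 50% and at least half of replicates individually reaching 50%; inconclusive = only one of the two criteria met; inactive = neither criterion met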;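 also: exported cargo escapes ClpAP degradation while cytoplasmic cargo is degraded and loses fluorescence; 0% = median of neutral control wells and 100% = median of NaSCN control wells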
# CDK5 inh = blocks human CDK5/p35 kinase activity; Q00535+Q15078; Recombinant CDK5/p35, ADP-Glo luminescence, 60 min; inhibition, % at 10 µM; 330,000 tested, 0.01% active; AID 488839;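 active = highest replicate inhibition of at least 50% and at least 75% of replicates reaching 50%; inconclusive = only one of the two criteria met; inactive = both criteria failed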;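 also: plate controls were DMSO neutral control for no effect and GW8510 at 10 µM for full effect; many of its hits are not listed in these tables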
# Target sequence (Q00535 whole entry, looked up): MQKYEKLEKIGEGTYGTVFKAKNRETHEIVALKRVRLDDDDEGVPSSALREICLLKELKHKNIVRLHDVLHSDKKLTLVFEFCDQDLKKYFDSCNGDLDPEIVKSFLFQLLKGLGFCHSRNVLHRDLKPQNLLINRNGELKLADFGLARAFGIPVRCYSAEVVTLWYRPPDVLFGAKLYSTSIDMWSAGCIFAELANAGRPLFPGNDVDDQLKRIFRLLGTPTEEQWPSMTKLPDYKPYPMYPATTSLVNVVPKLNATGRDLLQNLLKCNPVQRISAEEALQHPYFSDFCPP
# Target sequence (Q15078 whole entry, looked up): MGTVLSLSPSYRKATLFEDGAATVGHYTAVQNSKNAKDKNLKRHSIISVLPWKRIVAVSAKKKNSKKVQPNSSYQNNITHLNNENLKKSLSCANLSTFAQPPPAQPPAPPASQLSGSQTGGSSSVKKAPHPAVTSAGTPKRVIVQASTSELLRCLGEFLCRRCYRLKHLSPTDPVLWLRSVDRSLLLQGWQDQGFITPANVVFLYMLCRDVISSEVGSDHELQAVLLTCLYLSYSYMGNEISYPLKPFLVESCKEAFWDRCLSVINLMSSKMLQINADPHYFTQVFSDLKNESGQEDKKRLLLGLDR
# Wnt bcat act = activators of Wnt/beta-catenin signaling; 300,000 tested, 1.2% active; Wnt/beta-catenin reporter cell assay, activator, plate reader; AID 743398; activation, % at 9.35 µM; in the data active = activation above about 30%, passing the limit was not always enough; inconclusive = no clear call, values can overlap the other calls;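 also: 0% = neutral control wells and 100% = positive control wells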
# dFosB activator = activators of mouse delta FosB homodimer | P13346 | purified delta FosB, TAMRA-CDK5 oligo fluorescence polarization; percent of positive-control signal above neutral wells | activation, % at 25 µM | 340,000 tested, 0.99% active;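 active = mean activation above about 17%, with every replicate also reaching it, limit read from the data, passing the limit was not always enough; inconclusive = only one of the two conditions met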;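 also: fluorescence polarization rise as delta FosB binds a TAMRA Cdk5 AP-1 oligo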
# MITF act = activators of MITF-driven TRPM1 promoter activity in SK-MEL-5 cells; SK-MEL-5 TRPM1-promoter luciferase, 24 h; % of positive control, neutral wells = 0; activation, % at 12.5 µM; 300,000 tested, 0.75% active; AID 588334;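 active = mean activation of at least 80% with every replicate also reaching 80%; inconclusive = mean reaches 80% but some replicate falls short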;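 also: 0% = neutral control wells and 100% = parthenolide positive control wells; values of inactives mirror those of a sister screen read the other way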
# CAL PDZ FP-1 = inhibitors of human CAL PDZ peptide binding; Q9HD26; purified CAL PDZ, TMR-peptide fluorescence polarization, 1 h; inhibition, % at 24.9 µM; 300,000 tested, 0.92% active; AID 602252;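 active = mean inhibition of at least 30% with at least half of replicates also reaching 30%; inconclusive = no clear call, values can overlap the other calls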;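 also: 0% = DMSO neutral control and 100% = excess unlabeled competitor peptide PRC23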
# CAL PDZ FP-2 = human CAL PDZ-peptide interaction inhibition; Q9HD26; purified CAL PDZ, TMR-peptide fluorescence polarization, 1 h; inhibition, % at 20 µM; 330,000 tested, 0.02% active; AID 504414;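 active = highest replicate inhibition of at least 40%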;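 also: plate controls were DMSO neutral control wells for no effect and unlabeled competitor peptide control wells for full effect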
#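 System: tagged CAL PDZ domain. Schedule: 1 h room-temperature incubation prior to read. Signal: fluorescence polarization (mP). Measure: percent inhibition from loss of millipolarization.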
# V-ATPase pHluor = alters yeast V-ATPase proton transport. S. cerevisiae, pHLuorin cytosolic pH fluorescence. response, % at 10 µM. 350,000 tested, 0.37% active; in the data active = response mostly above about 7.3%, no sharp cut-off; inactive = mostly below about 5.4%; also: actives read high; inactives centre near 0; some compounds called inactive have numbers as strong as hits; reference of the scale not given here
# Rtt109 Vps75 = C. albicans Rtt109 histone acetyltransferase inhibition. 330,000 tested, 0.16% active. purified Rtt109/Vps75, ThioGlo CoA-SH fluorescence, 4 h. inhibition, % at 34.9 µM. Q5AAJ8;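 active = inhibition of at least 50% in every replicate; inconclusive = best replicate reaches 50% inhibition but some replicates fall short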
# Target sequence (Q5AAJ8 whole entry, looked up): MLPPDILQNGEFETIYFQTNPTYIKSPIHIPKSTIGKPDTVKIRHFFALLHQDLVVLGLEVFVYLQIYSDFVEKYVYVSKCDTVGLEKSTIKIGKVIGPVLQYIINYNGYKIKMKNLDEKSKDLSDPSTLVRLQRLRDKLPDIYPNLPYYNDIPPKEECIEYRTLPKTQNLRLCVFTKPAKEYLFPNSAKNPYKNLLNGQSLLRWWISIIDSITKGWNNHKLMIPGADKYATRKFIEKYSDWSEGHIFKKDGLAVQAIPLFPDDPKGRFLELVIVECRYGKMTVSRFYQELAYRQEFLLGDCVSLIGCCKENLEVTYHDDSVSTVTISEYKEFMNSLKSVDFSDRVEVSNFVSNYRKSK
# Active calls of the source: *; ? = inconclusive; · = no result given.
# Each structure is followed by: cardiac RTF act	Tat export inh	CDK5 inh	Wnt bcat act	dFosB activator	MITF act	CAL PDZ FP-1	CAL PDZ FP-2	V-ATPase pHluor	Rtt109 Vps75
> COc1ccc(S(=O)(=O)N2CCCCCC2)cc1C(=O)N(C)CC(=O)Nc1c(Cl)cccc1Cl
 : 6	-2	1.0	2	4	1	-6	-1.9	6	2
> CCOc1ccc(Cc2nnc(SCC(=O)Nc3c(C)cccc3C)[nH]c2=O)cc1
 : -6	10	-0.6	3	-1	7	-3	-2.3	1	6
> CC1CCN(C(=O)c2ccc(NC(=O)C3CCCO3)cc2)CC1 (stereo unspecified)
 : 4	-1	-1.0	·	-3	·	2	0.7	-1	-20
> COc1ccccc1N1CCN(S(=O)(=O)CCNC(=O)C2CCCC2)CC1
 : 5	0	2.0	-1	0	7	2	-0.2	-4	10
> COc1cc(OC)nc(NC(=O)CCl)n1
 : 1	-1	-0.5	-7	3	·	-2	0.0	0	-5
> COC(=O)c1c(NC(=O)CC2SC(N)=NC2=O)sc2c1CCCC2 (stereo unspecified)
 : 0	1	0.2	-5	-4	19	-3	-4.0	-3	20
> Cc1nc2ccccc2nc1NS(=O)(=O)c1ccc(N)cc1
 : 0	-5	9.7	-2	-7	5	-4	1.8	-2	12
> CCOc1ccc(C(=O)NC2C(=O)N3C(C(=O)O)=C(COC(C)=O)CSC23)cc1OCC (stereo unspecified)
 : -5	8	0.4	0	-5	2	-6	-2.2	-1	-3
> CCN(CC)S(=O)(=O)c1ccc(N/N=C/c2ccc(O)cc2O)nc1
 : -2	0	3.9	-6	6	-51	-7	-1.8	2	15
> Cc1nonc1CN(C)C(=O)CC1C(=O)NCCN1Cc1ccccc1F (stereo unspecified)
 : -2	-2	-0.5	4	-13	-4	0	-2.7	-4	8

# Continued:
# Each structure is followed by: cardiac RTF act	Tat export inh	CDK5 inh	Wnt bcat act	dFosB activator	MITF act	CAL PDZ FP-1	CAL PDZ FP-2	V-ATPase pHluor	Rtt109 Vps75
> Cc1c(/C(O)=C2/C(=O)C(=O)N(CCN3CCOCC3)C2c2cccs2)cnn1-c1ccccc1 (stereo unspecified)
 : 5	3	-1.8	·	4	·	·	-0.5	-1	15
> Cc1ccc(S(=O)(=O)N(C)c2ccc(C(=O)NCC(c3cccs3)N3CCOCC3)cc2)cc1 (stereo unspecified)
 : -5	-1	0.7	1	9	4	-4	0.2	3	7
> COc1ccc(C(CNC(=O)C2CC2)N(C)C)cc1 (stereo unspecified)
 : -4	-10	0.5	1	1	13	-2	-2.5	-1	5
> O=C(NC(=S)NNC(=O)c1ccc(Cl)cc1Cl)c1cccnc1
 : -2	-6	2.8	-4	-4	-1	-1	-0.8	1	6
> COc1ccc(CN(C)S(=O)(=O)c2nnc(NC(=O)c3ccccc3OC)s2)cc1OC
 : -1	-3	-1.9	-2	-15	-9	-4	-0.7	5	5
> O=C1CN(C(=O)COC(=O)c2ccc([N+](=O)[O-])s2)c2ccccc2N1
 : 2	-16	1.5	·	-6	-47	-11	0.6	-1	2
> CC(C)c1ccc(NC(=O)C2=NNC(=O)CC2)cc1
 : 11	9	-2.0	?	-2	78	·	-0.1	4	-2
> O=C(Nc1nc(-c2ccccc2)c(-c2ccccc2)s1)c1ccc(S(=O)(=O)N2CCCC2)cc1
 : 3	16	3.2	·	-6	-6	·	-2.6	0	6
> Cc1cc(NC(=O)c2ccc(Cn3cc([N+](=O)[O-])cn3)o2)no1
 : 5	3	0.3	0	-1	-2	0	-0.6	8	-13
> O=C(CNc1cccc(S(=O)(=O)N2CCOCC2)c1)N1CCc2ccccc21
 : 1	-4	-0.3	1	1	0	1	-0.4	-2	11

# Additional structures follow.
# Each structure is followed by: cardiac RTF act	Tat export inh	CDK5 inh	Wnt bcat act	dFosB activator	MITF act	CAL PDZ FP-1	CAL PDZ FP-2	V-ATPase pHluor	Rtt109 Vps75
> CCOC(=O)CCC(=O)Nc1cccc([N+](=O)[O-])c1
 : 3	7	-1.2	-3	-6	1	-1	-0.4	0	3
> Nc1ccc(S(=O)(=O)NCC2CCCCO2)cc1 (stereo unspecified)
 : -7	3	-0.4	-1	-2	-11	7	0.2	1	3
> C=CCNC(=O)/C(=C\c1ccco1)NC(=O)c1ccco1
 : -1	1	-0.1	0	7	·	65*	-2.7	2	-4
> Cc1ccc(CNC(=O)COC(=O)c2ccc(S(=O)(=O)N(C)C)cc2)cc1
 : 4	6	0.2	-19	-7	16	-5	-0.4	-2	18
> COc1ccc(-c2c(-c3cc(OC)cc(OC)c3)n(C)c3ccc(-c4ccc(OC)c(F)c4)cc23)cc1
 : -1	0	0.3	-4	-2	-6	-1	-1.1	2	19
> O=C(Nc1ccccc1)c1cc(S(=O)(=O)N2CCOCC2)cs1
 : 6	5	-0.2	·	-6	-1	-4	-0.6	1	12
> CSc1nc(N)nc2c1ncn2CC(=O)NCCCN1CCCC1=O
 : -5	-3	-2.3	-1	4	-12	8	0.4	0	3
> CC1(c2ccc(Cl)cc2Cl)OCC(Cn2ccnc2)O1 (stereo unspecified)
 : -3	0	-0.1	·	-7	-19	-2	-0.7	·	-2
> Nc1nc(CSc2nnnn2-c2ccc(F)c(Cl)c2)nc(N2CCOCC2)n1
 : 6	-2	-2.0	·	?	4	1	-1.6	0	4
> COc1cc(S(=O)(=O)N2CCOCC2)ccc1NC(=O)COc1ccc(N(C)S(=O)(=O)c2ccc(C)cc2)cc1
 : 2	-4	-0.6	1	8	-9	·	-0.6	-3	-7

# Part of the list above, reduced to Tat export inh:
SMILES,Tat export inh
COc1ccc(C(CNC(=O)C2CC2)N(C)C)cc1 (stereo unspecified),-10
COc1ccccc1N1CCN(S(=O)(=O)CCNC(=O)C2CCCC2)CC1,0
COc1cc(OC)nc(NC(=O)CCl)n1,-1
O=C(NC(=S)NNC(=O)c1ccc(Cl)cc1Cl)c1cccnc1,-6
O=C(CNc1cccc(S(=O)(=O)N2CCOCC2)c1)N1CCc2ccccc21,-4
CC1(c2ccc(Cl)cc2Cl)OCC(Cn2ccnc2)O1 (stereo unspecified),0
Cc1c(/C(O)=C2/C(=O)C(=O)N(CCN3CCOCC3)C2c2cccs2)cnn1-c1ccccc1 (stereo unspecified),3

# Later entries:
# Each structure is followed by: cardiac RTF act	Tat export inh	CDK5 inh	Wnt bcat act	dFosB activator	MITF act	CAL PDZ FP-1	CAL PDZ FP-2	V-ATPase pHluor	Rtt109 Vps75
> CC(C)n1nnnc1-c1ccc(Cl)cc1
 : 0	-11	-2.3	-1	6	-4	0	0.1	0	-4
> Cc1cc(C)c2c(n1)sc1c(-c3ccccc3)c(C#N)c(N)nc12
 : 9	-13	-0.3	-1	29*	-6	-5	-2.9	-24	10
> CC(C)(C)C(=O)/C=C/Nc1ccccc1O
 : -1	0	-0.7	·	5	-13	-6	-0.7	-4	6
> O=C(c1cccnc1)c1cccnc1
 : 2	5	-7.2	-2	0	-9	-5	0.0	-3	0
> O=C1C=C(c2cccc3c2sc2ccccc23)C[C@@H](c2ccc(Cl)cc2)C1
 : -2	0	-0.3	-3	6	·	-3	-0.3	5	7
> Cc1ccc2cccc(Oc3cnccn3)c2n1
 : 3	-5	-0.8	15	-1	-4	-2	-0.9	-1	3
> CCOc1cc2c(cc1C=O)OC(C)C2 (stereo unspecified)
 : -5	-4	0.0	-1	3	6	5	-0.2	10	-1
> COc1cccc(CNC(=O)CCCC(=O)NC(C)CCc2ccccc2)c1 (stereo unspecified)
 : 3	-9	1.5	0	-11	·	2	-1.7	4	5
> CC1CCN(S(=O)(=O)c2cccc(C(=O)N(C)C3(C)CCS(=O)(=O)C3)c2)CC1 (stereo unspecified)
 : -6	-1	-0.8	-1	-8	1	-4	-1.9	0	-3
> O=C(c1cn(-c2ccccc2)nc1-c1ccc(Cl)s1)N1CCOCC1
 : 5	6	-2.9	4	1	·	1	-4.5	-4	-5

# Full records from above. Screens in order: cardiac RTF act	Tat export inh	CDK5 inh	Wnt bcat act	dFosB activator	MITF act	CAL PDZ FP-1	CAL PDZ FP-2	V-ATPase pHluor	Rtt109 Vps75
# `O=C1C=C(c2cccc3c2sc2ccccc23)C[C@@H](c2ccc(Cl)cc2)C1` as listed: -2	0	-0.3	-3	6	·	-3	-0.3	5	7
# `CC(C)n1nnnc1-c1ccc(Cl)cc1` as listed: 0	-11	-2.3	-1	6	-4	0	0.1	0	-4

# Carrying on:
# Each structure is followed by: cardiac RTF act	Tat export inh	CDK5 inh	Wnt bcat act	dFosB activator	MITF act	CAL PDZ FP-1	CAL PDZ FP-2	V-ATPase pHluor	Rtt109 Vps75
> CC(C)C(=O)Nc1sc2c(c1C(N)=O)CCN(Cc1ccccc1)C2
 : -1	-2	0.2	-3	-9	·	·	-0.4	3	-6
> CN1CCN(C(=O)c2cc3cc(Cl)ccc3[nH]2)CC1
 : -3	4	-2.0	2	7	·	-6	-1.1	4	-1
> COc1cccc(C2(c3cccc(OC)c3)CC2C(=O)Nc2ccc(F)cc2)c1 (stereo unspecified)
 : -2	0	1.7	-1	2	3	-2	-3.8	1	-17
> CCc1cccc(NC(=O)CN(c2ccc(C)cc2)S(=O)(=O)c2c(C)noc2C)c1
 : -1	7	1.1	-2	-6	6	·	0.0	-1	1
> Cc1cccc(OCCC(=O)OCC(=O)Nc2c(C)nn(-c3ccccc3)c2C)c1
 : 5	0	1.7	2	0	-6	-4	-2.0	2	0
> O=c1[nH]c2ccccc2n1CCCN1CCCCC1
 : 6	-7	-2.1	0	-8	0	4	·	2	-4
> COc1ccc(NC(=O)c2cn(-c3ccccc3)nc2-c2cc3ccccc3o2)cc1
 : 1	-6	0.2	·	-5	62	0	0.8	1	-10
> COc1cccc(Nc2nc(Nc3ccc(Cl)c(C(=O)O)c3)nc(C)c2[N+](=O)[O-])c1
 : 0	3	3.2	-3	6	-3	-2	1.0	3	9
> COC(CNC(=O)c1ccc2nc(-c3cccs3)c(-c3cccs3)nc2c1)OC
 : 3	6	-0.1	0	-8	-3	·	-0.7	-2	3
> O=C(c1ccco1)N(Cc1ccc([N+](=O)[O-])cc1)c1ccc(Cl)cc1
 : 5	13	-0.3	-5	-3	·	-1	-0.8	-7	-22

# Other records follow:
# Each structure is followed by: cardiac RTF act	Tat export inh	CDK5 inh	Wnt bcat act	dFosB activator	MITF act	CAL PDZ FP-1	CAL PDZ FP-2	V-ATPase pHluor	Rtt109 Vps75
> CC(C)CN(C(=O)c1ccc(C(F)(F)F)cc1)c1c(N)n(CC(C)C)c(=O)[nH]c1=O
 : 1	-7	0.3	0	10	-2	-5	-3.1	-3	-9
> O=C1c2ccccc2S(=O)(=O)c2cc(C(=O)N3CCC(O)CC3)ccc21
 : -1	4	-1.4	-1	-6	-6	-3	-1.6	0	-2
> CC(=O)Nc1ccc(NC(=O)C(C)OC(=O)c2ccc(N(C)C)cc2)cc1 (stereo unspecified)
 : -3	2	0.7	-2	-4	-8	0	-1.3	2	-4
> CCOC(=O)N1CCC(N(CCN(C)C)C(=S)Nc2cc(Cl)ccc2C)CC1
 : 2	-2	-0.3	1	-7	-7	6	-1.7	5	0
> COc1ccc2oc(=O)c(C(=O)N3CCc4ccccc43)cc2c1
 : 3	2	-1.4	-5	-1	·	1	-2.3	1	·

# Rows are unselected. About 4.1% of those tested had a hit in this group.
